Source: PubChem BioAssay (several laboratories)
MEP2 TOR yeast: yeast TOR pathway MEP2-GFP modulation; AID 2016; S. cerevisiae MEP2-GFP strain, flow cytometry GFP, 3 h; 100% = DMSO control level; actives 0.51% (n = 330,000); GFP response vs DMSO, % at 10 µM;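 active = GFP response versus DMSO above a set limit, roughly screen mean plus 3 SD, cut at about 180% in these data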;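 also: median GFP fluorescence of the barcode-gated MEP2-GFP cells per well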
EBNA-1 inh: blocks EBNA-1 binding to DNA | EBNA-1 DNA binding, fluorescence polarization | inhibition, % at 14.8 µM | actives 0.34% (n = 300,000); in the data active = inhibition above about 28%
ZTA counter: blocks Epstein-Barr virus ZTA, an EBNA-1 counter-screen. ZTA-DNA binding, fluorescence polarization. inhibition, % at 11 µM. actives 0.15% (n = 320,000). AID 2234; in the data active = inhibition above about 33%
AHR activator: human AHR activation; AID 2796; actives 2.5% (n = 320,000); AHR-responsive luciferase reporter cells, luminescence; P35869; activation, % at 5 µM; in the data active = activation above about 47%;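 also: 0% = vehicle wells and 100% = reference agonist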
Target sequence (P35869 whole entry, looked up): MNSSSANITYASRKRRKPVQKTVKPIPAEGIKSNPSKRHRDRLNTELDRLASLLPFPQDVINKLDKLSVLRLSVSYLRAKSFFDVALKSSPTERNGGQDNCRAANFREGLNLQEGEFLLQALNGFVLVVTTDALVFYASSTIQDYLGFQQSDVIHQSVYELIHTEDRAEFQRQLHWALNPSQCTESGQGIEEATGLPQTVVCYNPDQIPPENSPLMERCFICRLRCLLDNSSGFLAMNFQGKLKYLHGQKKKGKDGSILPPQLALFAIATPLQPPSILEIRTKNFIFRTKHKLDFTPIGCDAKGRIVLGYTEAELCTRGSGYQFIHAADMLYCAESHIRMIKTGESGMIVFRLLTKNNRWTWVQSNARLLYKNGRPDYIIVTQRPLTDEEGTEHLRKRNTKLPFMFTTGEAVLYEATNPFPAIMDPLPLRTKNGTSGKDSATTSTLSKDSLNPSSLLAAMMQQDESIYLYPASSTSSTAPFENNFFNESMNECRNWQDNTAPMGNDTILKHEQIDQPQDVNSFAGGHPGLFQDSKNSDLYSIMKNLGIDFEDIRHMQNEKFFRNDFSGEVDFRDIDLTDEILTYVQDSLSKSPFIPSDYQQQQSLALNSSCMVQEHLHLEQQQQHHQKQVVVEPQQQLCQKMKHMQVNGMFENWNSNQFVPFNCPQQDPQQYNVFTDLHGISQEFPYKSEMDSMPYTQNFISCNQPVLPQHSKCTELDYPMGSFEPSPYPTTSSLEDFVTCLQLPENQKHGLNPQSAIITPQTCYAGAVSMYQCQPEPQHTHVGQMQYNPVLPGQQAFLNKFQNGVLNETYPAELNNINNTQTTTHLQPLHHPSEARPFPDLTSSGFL
RPL19A TOR yeast: modulators of TOR pathway RPL19A-GFP in S. cerevisiae; S. cerevisiae RPL19A-GFP strain, flow cytometry, 3 h; active compounds read low; percent response vs DMSO, % at 10 µM; actives 0.3% (n = 330,000);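 active = percent response vs DMSO below 50%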;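 also: median channel GFP fluorescence of the barcoded RPL19A-GFP strain; ratio of sample median GFP to plate DMSO average so 100% = DMSO; lower means less RPL19A-GFP as with rapamycin TOR inhibition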
proCasp7 act: activates human procaspase-7, counter-screen for procaspase-3 activators | recombinant procaspase-7, Ac-DEVD-pNA absorbance 405 nm; D23A/D198A/D206A triple mutant, cannot self-cleave; scale: DMSO 0, 5 µM enzyme 100 | actives 0.093% (n = 330,000) | activation, % at 8.5 µM;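 active = percent activation above the screen-wide mean plus 3 SD, cut at about 25% in these data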
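Assay system: Uncleavable procaspase-7 mutant enzyme | Input: 2 µM procaspase-7 mutant as dispensed | Timing: 1 h compound preincubation, 2 h substrate cleavage, 25 °C | Repeats: One well per compound | Control set: DMSO wells as 0%, DMSO with 5 µM added PC-7 as 100% | Technique: Epi-absorbance of released pNA at 405 nm, two timepoints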
LAP4-GFP MLPCN: alters LAP4-GFP fluorescence in TOR pathway yeast screen; actives 0.34% (n = 320,000); GFP response vs DMSO, % at 10 µM; S. cerevisiae LAP4-GFP multiplex, flow cytometry GFP, 3 h; median GFP as percent of DMSO wells;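 active = GFP response vs DMSO above a set limit, about the screen mean plus 3 SD, cut at about 150% in these data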
procasp3 activ: activates human procaspase-3 | recombinant procaspase-3 D3A, Ac-DEVD-pNA absorbance 405 nm | activation, % at 8.5 µM | actives 0.11% (n = 330,000) | P42574;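 active = activation above the mean of all tested compounds plus 3 SD, cut at about 21% in these data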;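 also: 0% = DMSO alone and 100% = DMSO wells spiked with extra 5 µM PC-3 D3A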
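Assay system – Procaspase-3 D3A mutant · Benchmarks – DMSO low control, extra-enzyme high control · Technique – 405 nm absorbance of p-nitroaniline, reads at 0 and 120 min · Doses – 8.5 µM nominal · Measure – % activation between DMSO and enzyme-spiked controls · Also added – Ac-DEVD-pNA chromogenic peptide substrate · Schedule – 1 h compound preincubation, 2 h substrate hydrolysis at 25 °C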
* marks the source's active call; other numbers are inactive results; x = not tested or not shown. Rows were taken by chance; about 3.8% have a hit in one of these screens.

#	Molecule	MEP2 TOR yeast	EBNA-1 inh	ZTA counter	AHR activator
1	Cc1nn(CC(=O)NC(C)c2ccccc2)c(=O)c2ccccc12 (stereo unspecified)	97	1	-1	0
2	NC(=O)CC(NC(=O)c1ccccc1)c1ccc(N2CCN(c3ccccn3)CC2)c([N+](=O)[O-])c1 (stereo unspecified)	89	0	-6	-2
3	CCN(CC)S(=O)(=O)c1ccc(/C=C/C(=O)OCC#N)cc1	101	2	9	3
4	CCCN(C(=O)Cc1coc2cc(C)c(C)cc12)c1c(N)n(Cc2ccccc2)c(=O)[nH]c1=O	86	1	12	0
5	CCOC(=O)CSc1nc2ccc(C)cc2[nH]1	97	-1	0	2
6	C/C(CCc1oc2ccccc2c1-c1ccc(C)o1)=N/O	113	0	-12	13
7	CC1CCN(C(=O)c2ccccc2NS(=O)(=O)c2ccccc2)CC1	86	1	-12	2
8	O=C(Nc1cccc(NC(=O)c2ccccc2[N+](=O)[O-])n1)c1ccccc1[N+](=O)[O-]	103	0	3	27

#	RPL19A TOR yeast	proCasp7 act	LAP4-GFP MLPCN	procasp3 activ
1	101	8	95	2
2	97	-4	109	-2
3	93	-2	94	2
4	86	-4	98	9
5	96	15	95	16
6	97	-3	112	1
7	96	2	92	7
8	98	11	107	7

#	Molecule	MEP2 TOR yeast	EBNA-1 inh	ZTA counter	AHR activator
9	Cc1ccc(C(=O)OCC(=O)NC2CCCc3ccccc32)o1 (stereo unspecified)	100	x	1	0
10	Cn1c(-c2ccccc2)c[n+]2c1CCCCC2	99	4	10	-2
11	O=C(NCc1ccc(OC(F)(F)F)cc1)c1cc(-c2ccccc2)nn1CC1CC(c2cccnc2)=NO1 (stereo unspecified)	91	-5	-6	3
12	CCOC(=O)N1CCN(C(=O)CS(=O)Cc2nc(-c3ccc(OC)c(OC)c3)oc2C)CC1 (stereo unspecified)	105	3	-2	4
13	CCOc1ccc(S(=O)(=O)N2CCN=C2c2ccccc2)c(C)c1C	96	15	7	2
14	CCc1ccc(CN(C)C(=O)CCc2nc3ccccc3n(-c3ccc(OC)cc3)c2=O)cc1	96	-6	-15	-1
15	COc1ccc(NS(=O)(=O)c2c(C)[nH]c(=O)[nH]c2=O)cc1OC	100	6	18	4
16	COc1ccccc1-n1cc(-c2ccc(Br)cc2)[nH]c1=S	122	-7	-13	78*

#	RPL19A TOR yeast	proCasp7 act	LAP4-GFP MLPCN	procasp3 activ
9	98	5	100	-2
10	97	-4	110	-4
11	93	-9	91	-9
12	99	7	91	0
13	102	-8	79	-4
14	98	18	96	-3
15	104	-17	93	6
16	109	-25	115	-19

#	Molecule	MEP2 TOR yeast	EBNA-1 inh	ZTA counter	AHR activator
17	COc1cc(-c2nc(-c3ccc(NC(=O)c4ccc(Br)o4)cc3)no2)cc(OC)c1OC	92	-12	3	-1
18	O=C(CCS(=O)(=O)c1ccc(Br)s1)NC1CCCC1	99	-2	-18	6
19	CCC(C(=O)OCC(=O)c1ccc(OC)cc1OC)c1ccccc1 (stereo unspecified)	95	x	-2	3
20	CC(C)CCNC(=O)c1ccc(Cl)c(NC(=O)Cc2ccccc2)c1	102	7	18	26
21	CC(C)CCNC(=O)C(c1ccncc1)N(C(=O)Cn1nnc(-c2ccc(F)cc2)n1)c1ccccc1F (stereo unspecified)	107	1	-2	3
22	CCOCC(O)CSCc1ccc(Cl)cc1 (stereo unspecified)	95	-1	-8	-2
23	COC(=O)c1cn(Cc2c(C)cc(C)cc2C)nn1	103	-12	-8	1
24	CCN(CCCNC(=O)CCCCn1c(=O)[nH]c2ccccc2c1=O)c1ccccc1	93	5	7	2

#	RPL19A TOR yeast	proCasp7 act	LAP4-GFP MLPCN	procasp3 activ
17	89	11	90	-5
18	96	4	96	-3
19	93	-1	98	3
20	109	19	102	-13
21	103	-7	90	19
22	96	6	91	5
23	102	-9	93	3
24	89	-7	98	10

Of the compounds above, these contain four or more nitrogen atoms.
#	Molecule	MEP2 TOR yeast	EBNA-1 inh	ZTA counter	AHR activator
2	NC(=O)CC(NC(=O)c1ccccc1)c1ccc(N2CCN(c3ccccn3)CC2)c([N+](=O)[O-])c1 (stereo unspecified)	89	0	-6	-2
4	CCCN(C(=O)Cc1coc2cc(C)c(C)cc12)c1c(N)n(Cc2ccccc2)c(=O)[nH]c1=O	86	1	12	0
8	O=C(Nc1cccc(NC(=O)c2ccccc2[N+](=O)[O-])n1)c1ccccc1[N+](=O)[O-]	103	0	3	27
11	O=C(NCc1ccc(OC(F)(F)F)cc1)c1cc(-c2ccccc2)nn1CC1CC(c2cccnc2)=NO1 (stereo unspecified)	91	-5	-6	3
21	CC(C)CCNC(=O)C(c1ccncc1)N(C(=O)Cn1nnc(-c2ccc(F)cc2)n1)c1ccccc1F (stereo unspecified)	107	1	-2	3
24	CCN(CCCNC(=O)CCCCn1c(=O)[nH]c2ccccc2c1=O)c1ccccc1	93	5	7	2

#	RPL19A TOR yeast	proCasp7 act	LAP4-GFP MLPCN	procasp3 activ
2	97	-4	109	-2
4	86	-4	98	9
8	98	11	107	7
11	93	-9	91	-9
21	103	-7	90	19
24	89	-7	98	10

Further results follow:
#	Molecule	MEP2 TOR yeast	EBNA-1 inh	ZTA counter	AHR activator
25	CCCc1c(C(=O)Nc2ccc(F)cc2)cnn1-c1ccccc1	95	-3	-5	70*
26	COc1cccc(CN2CCC(n3nccc3NC(=O)CCCc3ccccc3)CC2)c1O	121	-2	2	1
27	O=C(CN(C(=O)c1csnn1)c1ccc(Cl)cc1)NCc1ccc2c(c1)OCO2	100	-1	3	4
28	Cc1ccc(Cl)cc1NC(=O)CCn1cccc1	96	6	11	0
29	CCOC(=O)c1c(-c2cccs2)csc1NC(=O)CC(C)C	93	-3	-2	17
30	O=C(CN(Cc1cccs1)C(=O)CCC(=O)Nc1nccs1)NCc1ccccc1	101	13	3	0
31	Cc1nc2c(C(=O)NCCC3=CCCCC3)c[nH]n2c(=O)c1Cl	104	6	3	1
32	COc1cc(CCC(=O)OCC(=O)Nc2ccccc2C(C)C)cc(OC)c1OC	96	4	-3	-2

#	RPL19A TOR yeast	proCasp7 act	LAP4-GFP MLPCN	procasp3 activ
25	103	0	100	3
26	105	9	116	3
27	101	6	94	1
28	95	9	90	-10
29	98	7	91	-6
30	97	11	97	3
31	104	-1	104	-3
32	101	-2	90	-1

#	Molecule	MEP2 TOR yeast	EBNA-1 inh	ZTA counter	AHR activator
33	O=C(N/N=C/C=C\c1ccccc1[N+](=O)[O-])c1ccco1	114	-6	0	9
34	N#CC(c1nc2ccccc2nc1N1CCCC1)S(=O)(=O)c1cccs1 (stereo unspecified)	109	-9	-1	6
35	COc1cc(/C=N/N=C(\N)c2nonc2N)cc(OC)c1OC	102	-11	-5	91*
36	CNc1nc(-c2ccccn2)nnc1-c1ccccc1	106	2	0	4
37	CCCN(CC(=O)Nc1ccccc1C)C(=O)c1ccc2c(c1)OCO2	98	x	-15	0
38	Cc1cccc(N(C)S(=O)(=O)c2cc3c(cc2C)n(C)c(=O)c(=O)n3C)c1	112	4	4	-1
39	COc1ccc(OCC(=O)Nc2sc3c(c2C(=O)NCC2CCCO2)CCC3)cc1 (stereo unspecified)	97	9	1	-4
40	CC(=O)N1C(=O)c2cccc3cccc(c23)C(=O)N1C(C)=O	90	6	8	1

#	RPL19A TOR yeast	proCasp7 act	LAP4-GFP MLPCN	procasp3 activ
33	103	4	115	5
34	99	-5	102	-6
35	96	7	98	-1
36	100	0	95	4
37	99	-2	109	1
38	102	4	107	4
39	94	4	99	8
40	88	10	84	5

AHR activator: what is marked active above
no.	canonical_smiles	MEP2 TOR yeast	EBNA-1 inh	AHR activator	RPL19A TOR yeast	LAP4-GFP MLPCN	procasp3 activ
16	COc1ccccc1-n1cc(-c2ccc(Br)cc2)[nH]c1=S	122	-7	78*	109	115	-19
25	CCCc1c(C(=O)Nc2ccc(F)cc2)cnn1-c1ccccc1	95	-3	70*	103	100	3
35	COc1cc(/C=N/N=C(\N)c2nonc2N)cc(OC)c1OC	102	-11	91*	96	98	-1

Additional entries.
#	Molecule	MEP2 TOR yeast	EBNA-1 inh	ZTA counter	AHR activator
41	Clc1cccc(Cl)c1C1=NOC(c2nnc(-c3ccccc3)o2)C1 (stereo unspecified)	96	7	3	-1
42	CC(=O)c1ccc(Nc2cc(C)nc3c(C)cccc23)cc1	107	9	-1	49*
43	Cc1ccc2nc(SCc3cn4cccnc4n3)[nH]c2c1	111	7	6	13
44	Cc1nn(CC(=O)NCCN2CCOCC2)c(C)c1[N+](=O)[O-]	107	-27	-13	2
45	CCCOc1ccc(/C=N/Nc2ccccc2[N+](=O)[O-])c(O)c1	105	-14	-7	11
46	CCOC(=O)C1C(=O)CC(C)(O)C(C(=O)OCC)C1c1ccc(OC)cc1 (stereo unspecified)	107	-3	14	1
47	CN=C1SC(CC(=O)Nc2sc(C)c(C)c2C(=O)OC)C(=O)N1C (stereo unspecified)	92	5	-2	0
48	COc1ccc(C(=O)COc2ccccc2C#N)cc1	112	-7	2	90*

#	RPL19A TOR yeast	proCasp7 act	LAP4-GFP MLPCN	procasp3 activ
41	92	1	114	1
42	101	-2	99	5
43	95	8	121	7
44	104	-6	103	-5
45	103	2	103	3
46	100	8	103	-3
47	114	-6	88	1
48	98	-16	112	-22

#	Molecule	MEP2 TOR yeast	EBNA-1 inh	ZTA counter	AHR activator
49	Cc1ccc(C(C)NC(=O)c2cccs2)cc1C (stereo unspecified)	100	10	13	-2
50	CSc1ccccc1NC(=O)CN1CCN(S(=O)(=O)c2ccccc2[N+](=O)[O-])CC1	96	x	-1	0
51	CN(C)c1nc(N(C)C)n(C(=O)c2cccs2)n1	91	3	-9	-2
52	CC1CN(c2ccc([N+](=O)[O-])cc2F)CCN1C(=O)c1ccco1 (stereo unspecified)	96	3	16	-2
53	Cc1ccc(S(=O)(=O)NCC(=O)Nc2ccc3c(c2)OCCO3)cc1	103	-8	-4	10

#	RPL19A TOR yeast	proCasp7 act	LAP4-GFP MLPCN	procasp3 activ
49	100	5	111	3
50	92	-2	94	-6
51	96	-2	101	-1
52	99	-5	90	-3
53	107	0	91	1

Three entries already listed, sorted by the value under EBNA-1 inh, rising.
entry	Compound	EBNA-1 inh
45	CCCOc1ccc(/C=N/Nc2ccccc2[N+](=O)[O-])c(O)c1	-14
22	CCOCC(O)CSCc1ccc(Cl)cc1 (stereo unspecified)	-1
52	CC1CN(c2ccc([N+](=O)[O-])cc2F)CCN1C(=O)c1ccco1 (stereo unspecified)	3
